PGK inhibitor – blocks T. brucei phosphoglycerate kinase; P07378; PGK/GAPDH coupled, Kinase-Glo luminescence, 60 min; Potency, µM (titrated, usually from 57.5 µM), without a hit: at the top dose activity change, negative = inhibition, hits mostly inhibitors; 380,000 tested, 0.043% active; AID 602233; further: potency means the concentration at half of the fitted maximal effect; on the % scale 0 is the no-effect control and ±100 the full control effect; nearly all actives have a fitted effect of over 60% in size
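Recombinant glycosomal PGK reaction used 1,3-bisphosphoglycerate generated in-well by GAPDH (100nM final) in 100mM TEA pH 7.6, 5mM MgCl2, 0.01% Tween-20. After 60 minutes at room temperature, ATP was read by Kinase-Glo Plus luminescence end-point.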
JMJD2A Tudor inh – blocks the human JMJD2A Tudor domain; O75164; AlphaScreen JMJD2A-Tudor / H3K4me3 peptide binding; Potency, µM (top dose mostly 114 µM), for the others: at the top dose activity change, negative = inhibition, actives largely listed as inhibitors; 390,000 tested, 4.4% active; further: potency means the concentration at half of the fitted maximal effect; on the % scale 0 is the no-effect control and ±100 the full control effect; nearly all actives have a fitted effect of over 50% in size
Target sequence (O75164 whole entry, looked up, the tested form may be a part): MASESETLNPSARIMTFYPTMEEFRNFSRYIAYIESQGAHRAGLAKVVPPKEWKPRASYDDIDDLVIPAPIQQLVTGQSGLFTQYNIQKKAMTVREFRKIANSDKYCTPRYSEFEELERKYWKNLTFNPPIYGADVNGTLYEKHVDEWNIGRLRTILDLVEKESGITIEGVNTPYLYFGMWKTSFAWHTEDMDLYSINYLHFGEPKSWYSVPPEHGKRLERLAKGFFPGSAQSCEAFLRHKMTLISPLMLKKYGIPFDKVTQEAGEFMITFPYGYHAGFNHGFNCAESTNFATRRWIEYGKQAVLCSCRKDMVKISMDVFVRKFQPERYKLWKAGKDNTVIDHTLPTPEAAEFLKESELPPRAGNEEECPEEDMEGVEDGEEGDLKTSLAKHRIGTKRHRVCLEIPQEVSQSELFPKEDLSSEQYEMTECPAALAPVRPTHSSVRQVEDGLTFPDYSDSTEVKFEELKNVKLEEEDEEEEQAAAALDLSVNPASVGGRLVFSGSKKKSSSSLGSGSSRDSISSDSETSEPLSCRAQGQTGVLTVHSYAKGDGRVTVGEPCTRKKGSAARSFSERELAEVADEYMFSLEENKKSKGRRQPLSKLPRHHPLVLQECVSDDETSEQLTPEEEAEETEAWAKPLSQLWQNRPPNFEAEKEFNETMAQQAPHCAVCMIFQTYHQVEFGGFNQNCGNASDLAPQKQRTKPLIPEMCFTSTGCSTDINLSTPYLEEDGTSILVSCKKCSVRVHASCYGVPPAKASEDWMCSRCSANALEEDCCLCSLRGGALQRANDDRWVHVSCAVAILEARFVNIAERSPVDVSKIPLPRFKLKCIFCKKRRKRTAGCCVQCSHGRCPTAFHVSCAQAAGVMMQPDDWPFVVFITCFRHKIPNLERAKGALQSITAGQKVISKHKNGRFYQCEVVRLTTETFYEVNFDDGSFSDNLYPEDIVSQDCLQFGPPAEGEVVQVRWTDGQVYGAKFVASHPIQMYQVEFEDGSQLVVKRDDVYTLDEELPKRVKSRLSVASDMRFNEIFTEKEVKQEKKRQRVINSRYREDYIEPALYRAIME
PI4K2A inh – inhibitors of human PI4K2A; purified PI4K2A, ADP-Glo luminescence, 1 h; hits give low values; 420,000 tested, 0.13% active; Q9BTU6; activity change, negative = inhibition, % at 76.9 µM; in the data active means activity change below about -50%; inconclusive means mostly about -30% to -49%;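 further: -100% = wells without enzyme as full effect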
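PI4K2A activity was measured by ADP-Glo luminescence: enzyme (4 ug/mL stock) and phosphatidylinositol (1.2 mM stock) in Tris pH 7.5/MgCl2/EGTA/Triton X-100 buffer were reacted with ATP (300 microM stock) for one hour at ambient temperature.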
POLH inh – blocks human DNA polymerase eta activity; recombinant Pol eta, fluorescent DNA replication assay; Potency, µM (top dose mostly 114 µM), without a hit: at the top dose activity change, negative = inhibition, usual class: inhibitors; 390,000 tested, 1.2% active; AID 588591; further: potency means the concentration at half of the fitted maximal effect; on the % scale 0 is the no-effect control and ±100 the full control effect
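Pol eta at 10 nM preincubated with compounds 15 min at room temperature; reaction started with fluorescent substrate (50 nM final) and read kinetically at 0 and 10 min.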
Pin1 inh – human Pin1 inhibition; Q13526; Pin1 FP peptide displacement, HiFluor488, 10 min; Potency, µM (highest dose often 115 µM), without a hit: at the top dose activity, negative = inhibition, actives largely listed as inhibitors; 390,000 tested, 0.009% active; AID 504891; active means well fitted inhibition curve with a large enough effect in the polarisation, with a control signal flat, not every such curve was filed as active; inconclusive means small, poorly fitted or top-dose-only effect, or effect the other way, or a change in a side signal; inactive means no such curve, though single readings can be large or run the other way; the % refers to the polarisation; further: potency means the concentration at half of the fitted maximal effect; on the % scale 0 is the no-effect control and ±100 the full control effect
GLS inhibitor – glutaminase GLS (human) inhibition | Potency, µM (series often up to 45.5 µM), for inactives: top-dose activity change, negative = inhibition, most hits filed as inhibitors | AID 624170 | GLS enzymatic activity, qHTS titration | O94925 | 410,000 tested, 0.21% active; further: potency means the concentration at half of the fitted maximal effect; on the % scale 0 is the no-effect control and ±100 the full control effect
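Read-out is an Amplex red fluorescence increase coupled through glutamate oxidase and HRP, measured before and after 30 min room-temperature incubation. hKGA is in 45 mM KH2PO4 (pH 8.2) with 0.02% Tween-20; glutamine added as 1mM solution.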
HP1b binding inh – HP1-beta chromodomain-methylated histone interaction inhibition | AID 540317 | Potency, µM (top dose mostly 114 µM), without a hit: at the highest dose activity change, negative = inhibition, most hits filed as inhibitors | AlphaScreen HP1-beta / biotin-H3K9me3 peptide binding | 390,000 tested, 0.56% active | P83916; further: potency means the concentration at half of the fitted maximal effect; nearly all actives have a fitted effect of over 70% in size; inactives centre near 23
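Compound inhibition of the preformed complex between 50 nM HP1-beta and 50 nM biotinylated H3K9me3 peptide was read by AlphaScreen. Buffer was PBS pH 7.4 with 0.01% Tween-20. Incubations ran 30 min at room temperature, with 10 ug/mL donor/acceptor beads.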
G9a block – G9a (human) methyltransferase inhibition; Q96KQ7; G9a H3K9 monomethylation, AlphaScreen, 2 h; Potency, µM (titrated, usually from 102 µM), for inactives: at the top dose activity, negative = inhibition, most hits filed as inhibitors; 350,000 tested, 8.8% active; AID 504332; further: potency means the concentration at half of the fitted maximal effect; on the % scale 0 is the no-effect control and ±100 the full control effect; nearly all actives have a fitted effect of over 75% in size
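Quantitative HTS format: methyltransferase activity on a biotin-tagged H3K9 peptide is measured by AlphaScreen, using a rabbit anti-monomethyl-H3K9 antibody with streptavidin donor and anti-IgG acceptor beads. Final levels are 20 nM enzyme, 500 nM peptide, 20 uM SAM; 2 h RT.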
BAZ2B block – blocks human BAZ2B; Q9UIF8; AlphaScreen BAZ2B-H3K14Ac peptide displacement; Potency, µM (highest dose often 114 µM), for inactives: at the top dose activity change, negative = inhibition, usual class: inhibitors; 360,000 tested, 4.4% active; AID 504333; further: potency means the concentration at half of the fitted maximal effect; on the % scale 0 is the no-effect control and ±100 the full control effect; nearly all actives have a fitted effect of over 60% in size
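AlphaScreen displacement of biotin-H3(5-23)K14Ac peptide (50 nM final) from BAZ2B (50 nM final) in PBS pH 7.4, 0.01% Tween-20; complex preformed 30 min RT, then compounds (top 110 uM) 30 min RT, beads 20 min dark.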
Starred values were filed as active, the others as inactive; i = inactive; ? = inconclusive; nt = no result given; & = joins results of further samples; [ ] = remark or other dose. Unless noted, the call rests on the fitted dose curve; in most records, active means well fitted curve in the direction sought with a large enough effect; inconclusive means small, poorly fitted or top-dose-only effect, or another doubt; inactive means no such curve, though single readings can be large; an effect the other way counts as inactive or inconclusive. An excerpt (hit frequency here may not be typical).

Pin1 inh	JMJD2A Tudor inh	POLH inh	G9a block	PI4K2A inh	HP1b binding inh	BAZ2B block	GLS inhibitor	PGK inhibitor	Structure
?	-8%	?	14%[59 µM]	-15	30%	-6%	-4%	i	CCOC(=O)c1ccc(NC(=O)Cn2ncc(Cl)c(Cl)c2=O)cc1
4%	3%	-8%	-9%	3	24%	-2%	3%	nt	Cc1ccc(C(=O)CSc2ncnc3sc4c(c23)CCCC4)cc1
-6%	-4%	-12%	24%	-4	37%	-16%	0%	-7%	Cc1nn(C(C)C(=O)NCCCN2CCCCC2C)c(=O)c2c1sc1ccccc12 (stereo not given)
?	-25%	-11%	?	2	-10%	-5%	31%	-9%	COc1ccc(NC(=S)Nc2ccc3nccnc3c2)cc1
-3%	-11%	-26%	7%[0.501 µM]	0	28%	-9%	-5%	-3%	COc1ccc(COC(=O)C2=C(C)NC(=O)NC2c2ccccc2OC(C)C)cc1 (stereo not given)
31%[activator]	6%	-10%	9%[0.501 µM]	2	67%[activator]	17%	0%	-3%	CC(C)(OC(=O)c1ccc(C#N)cc1)c1cc2ccccc2c(=O)o1
-3%	16%	-6%	3%[59 µM]	-3	47%[activator]	-8%	10%	10%	O=c1c2ccccc2n(Cc2cccc(Cl)c2)c(=O)n1Cc1ccccc1
-11%	-13%	-28%	-14%[59 µM]	?	12%	5%	19%	-7%	CCCC(=O)Nc1c(C(=O)OCC)[nH]c2ccccc12
?	19%	0%	-3%[12.7 µM]	2	160%	51%[activator]	-1%	0%	CCCN(c1ccc(C(C)C)cc1)S(=O)(=O)c1c(C)noc1C
-2%	-6%	-17%	nt	3	32%	nt	-15%	-1%	O=C(CSc1ncn[nH]1)N/N=C/c1ccc(F)cc1
10%	-24%	16%	?	6	25%	-30%	6%	4%	COc1ccc(-n2c(SC)nc3sc4c(c3c2=O)CCN(C)C4)cc1
0%	-19%	-10%	?	-11	-21%	-33%	-13%	-3%	CCOc1cccc(CN2CCCC(C(=O)c3cccc(C(F)(F)F)c3)C2)c1O (stereo not given)
-1%	-10%	-12%	?	-2	31%	0%	14%	3%	CC1=C(C(=O)N2CCOCC2)C(c2ccc(O)cc2)NC(=S)N1 (stereo not given)
3%	-7%	-20%	7%	5	38%	-1%	11%	-2%	O=P(Cc1ccccc1O)(c1ccccc1)c1ccccc1
-7%	-7%	3%	nt	-7	29%	?	-18%	-1%	CCCCn1c(N)c(N(CC(C)C)C(=O)c2cccc(S(=O)(=O)N3CCCCCC3)c2)c(=O)[nH]c1=O
2%	1%	-5%	2%[12.7 µM]	3	13%	-2%	1%	-1%	COc1ccc(C(=O)N/C=C/n2cnc3cc(C(F)(F)F)ccc32)cc1
0%	22%	-14%	nt	-1	67%[activator]	nt	-6%	i	O=C(OCC(=O)N1CCC(Cc2ccccc2)CC1)c1ccccc1O
-2%	-16%	-12%	-42%	5	25%	-4%	-8%	-2%	Clc1ccc(-c2nc3cc(CN4CCCCC4)ccc3o2)cc1
1%	-9%	-8%	-11%[59 µM]	-1	43%[activator]	4%	-1%	-8%	COc1cccc(C2CC(c3cccc(C)c3)n3ncnc3N2)c1 (stereo not given)
-7%	-8%	6%	-50%[2.33 µM]	1	74%[activator]	10%	0%	-1%	O=C(CN1CCOCC1)OCCCc1ccccc1
8%	-21%	13%	?	-4	?	-2%	14%	5%	Cc1cnc(C(=O)OCC(=O)Nc2cc(Cl)cc(Cl)c2)cn1
0%	22%	-5%	74%[activator][59 µM]	4	72%	59%[activator]	3%	i	COn1c(SCc2cccc(Cl)c2)nc2ccccc2c1=O
0%	-13%	-2%	23%	-6	37%	-13%	-2%	-10%	S=C(N/N=C/c1ccccc1Cl)Nc1cccc(Cl)c1Cl
0%	-15%	-7%	40µM*	2	14%	27%	-4%	-13%	[O-]/[N+](=C\c1cccc(Br)c1)c1ccccc1
-6%	10%	-20%	-1%[59 µM]	0	37%	-15%	-3%	-7%	COc1ccc(-c2cc(C(=O)NCc3cc(OC)c(OC)c(OC)c3)[nH]n2)cc1
0%	-11%	8%	-2%	2	12%	8%	1%	i	Cc1ccc2c(CC(=O)N(C)c3c(N)n(Cc4ccccc4)c(=O)[nH]c3=O)coc2c1
-20%	-5%	-5%	-9%[2.33 µM]	-3	64%[activator]	-9%	28%	i	CCC(C(=O)N1CCN(S(=O)(=O)c2sc(C(=O)O)c(C)c2C(=O)O)CC1)c1ccccc1 (stereo not given)
?	-22%&-20%	-1%&-4%	5%[59 µM]	4&-1	18%&12%	0%&0%	-7%&-10%	-7%	COc1ccc(CNC(=O)c2cc(=O)c3cc(C)ccc3o2)cc1
-1%	-9%	-1%	nt	-2	17%	-4%	-6%	-4%	COc1ccc(-c2noc(N3CCC(C(=O)NCc4ccc(Cl)cc4)CC3)n2)cc1
8%	-14%	-7%	-9%	1	27%	-17%	-5%	-7%	CC(OC(=O)CCCN=C1NS(=O)(=O)c2ccccc21)C(=O)Nc1ccccc1F (stereo not given)
?	?	-16%	?	-2	31%	17%	2%	-5%	Cc1cc(C)c(-c2csc(Cc3nc(-c4cc5ccccc5oc4=O)cs3)n2)cc1C
0%	1%	-10%	nt	3	20%	nt	0%	-1%	CC(=O)Nc1ccc(C(=O)CN2C(=O)NC3(CCCCCC3)C2=O)c(F)c1
1%	8%	-24%	-11%	-1	53%[activator]	3%	-2%	0%	COc1ccccc1CNC(=O)c1ccc(OC(F)F)c(OC)c1
3%	-17%	-15%	?	-1	6%	-7%	-2%	1%	Cc1c(-c2nc(N)nc(Nc3ccccc3F)n2)oc2ccccc12
-6%	-20%	-9%	19%	5	-14%	-6%	-8%	-4%	O=C(NCC(=O)N1CCN(c2ccccc2F)CC1)c1ccco1
-8%	-20%	-24%	6%	1	43%[activator]	-17%[57.1 µM]	0%	5%	CCOc1cc(C(=O)N2CCC(CC3CC(c4ccc(Cl)cc4)=NO3)(C(=O)NCC3CCCCC3)CC2)cc(OCC)c1OCC (stereo not given)
-13%	-31%	?	0%[12.7 µM]	-7	0%	?	-28%	-8%	Cc1cc(OC(C)C(=O)NC(Cc2c[nH]c3ccc(O)cc23)C(=O)O)c2c(C)c(C)c(=O)oc2c1 (stereo not given)
7%	-7%	-13%	-21%	-4	22%	-2%	-7%	-9%	O=C(CSc1nc2ncc(Cl)cc2[nH]1)NC1CCS(=O)(=O)C1 (stereo not given)
-6%	-31%	-17%	2%[59 µM]	3	-11%	?	-6%	-9%	Brc1ccc(CSc2nnc(-c3cnccn3)n2Cc2ccco2)cc1
2%	-1%	-23%	20%[59 µM]	7	20%	6%	-6%	3%	COc1cccc(-c2cc(C(=O)N3CC4(C)CC3CC(C)(C)C4)no2)c1 (stereo not given)
21%	?	-9%	?	-1	-12%	?	-1%	-4%	Cc1cc2c(cc(C(=O)OCC(=O)NCc3cccs3)n2C(C)C)o1
-1%	-14%	-12%	-26%[59 µM]	2	22%	1%	8%	10%	Cc1ccc(-n2ncc3c(Nc4ccccc4C)ncnc32)cc1
45%[activator]	-21%	-3%	11%[2.33 µM]	-27	48%[activator]	1%	4%	nt	CSc1nc(O)c(N=Nc2ccc(F)cc2F)c(=O)[nH]1
12%	-25%	-22%	nt	2	11%	nt	9%	-1%	Cc1ccc(NC(=O)COC(=O)CC2CC3CCC2C3)cc1S(=O)(=O)N1CCOCC1 (stereo not given)
3%	-7%	-2%	19%[2.33 µM]	-4	15%	-4%	-11%	-5%	COc1cccc(C(O)c2nc3ccccc3n2C(C)C)c1 (stereo not given)
nt	nt	1%	nt	2	nt	nt	3%	-1%	Cc1ccc(NC(=O)CN2C(=O)NC3(CCCCC3C)C2=O)cc1S(=O)(=O)N1CCOCC1 (stereo not given)
1%	-35%	-32%	-21%[59 µM]	169	-12%	?	-6%	4%	Cc1[nH]c2c(C)cccc2c1CCNC(=O)C1CCCCC1C(=O)OCC(F)(F)F (stereo not given)
1%	-3%	-8%	8%[59 µM]	-4	42%[activator]	-16%	3%	2%	Cc1ccccc1NC(=O)CSc1nccn1C
0%	-2%	-20%	37%[activator]	-3	62%[activator]	1%	-9%	3%	CCSc1nnc(NC(=O)CSc2nnc(C)c(=O)n2N)s1
3%	37%[activator]	-2%	21%[59 µM]	-7	26%[57 µM]	9%	26%	5%	Cc1nn(C(=O)c2ccc(Cl)cc2)c(C)c1S(=O)(=O)N1CCCCCC1
4%	-9%	-13%	-18%[59 µM]	-3	30%	3%	2%	-10%	CSc1nc2[nH]ncc2c(=O)[nH]1
-1%	-1%	6%	4%[12.7 µM]	9	44%[activator]	1%	-9%	1%	Cc1ccc(-n2c(C)nc3c(cnn3-c3ccc(F)cc3)c2=O)cc1C
?	-11%	-12%	-2%	3	41%[activator]	-18%	23%	-5%	O=C(O)CSc1nccc2ccccc12

For reference, some entries already given:
Pin1 inh	JMJD2A Tudor inh	POLH inh	G9a block	PI4K2A inh	HP1b binding inh	BAZ2B block	GLS inhibitor	PGK inhibitor	Structure
?	-22%&-20%	-1%&-4%	5%[59 µM]	4&-1	18%&12%	0%&0%	-7%&-10%	-7%	COc1ccc(CNC(=O)c2cc(=O)c3cc(C)ccc3o2)cc1
-1%	-9%	-1%	nt	-2	17%	-4%	-6%	-4%	COc1ccc(-c2noc(N3CCC(C(=O)NCc4ccc(Cl)cc4)CC3)n2)cc1
8%	-14%	-7%	-9%	1	27%	-17%	-5%	-7%	CC(OC(=O)CCCN=C1NS(=O)(=O)c2ccccc21)C(=O)Nc1ccccc1F (stereo not given)

High-throughput results deposited in PubChem by National Center for Advancing Translational Sciences (NCATS).
